Ba/F3 V617F tox = reduced viability of JAK2V617F-dependent Ba/F3 cells, primary screen, JAK2V617F inhibitor project, cell-based, Ba/F3 EpoR-JAK2V617F, luminescence; ATP luminescence; inhibition, % at 5.6 µM; 220,000 compounds, 1.1% hits;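 active = inhibition above the campaign mean plus 3 SD over all tested compounds, cut at about 24% in these data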;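 also: cytokine-independent growth of Ba/F3 cells driven by EpoR plus mutant JAK2; 0% = DMSO-treated cells and 100% = JAK inhibitor I control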
S1P4 antag = S1P4 receptor antagonists, primary screen, cell-based; Sphingosine 1-phosphate receptor 4 (Homo sapiens), O95977; S1P4-expressing cells, antagonist mode, reporter read-out; inhibition, % at 4.98 µM; 220,000 compounds, 0.26% hits; in the data active = inhibition above about 29%;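 also: 0% = wells stimulated with agonist and 100% = vehicle wells without agonist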
EP2 modulator = EP2 receptor modulators, cAMP readout, primary screen, cell-based, HTRF cAMP, PGE2 stimulation; Prostaglandin E2 receptor EP2 subtype (Homo sapiens), P43116; EP2-expressing cells, cAMP HTRF FRET, PGE2 co-stimulation; induction, % at 25 µM; 260,000 compounds, 0.83% hits;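 active = compounds whose cAMP rise, as percent of the full-agonist control response, exceeds 60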;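 also: rat C6 glioma line stably carrying human EP2 under a CMV promoter; the protocol text gives 20 µM as final concentration; 100% = response of wells given 1 µM PGE2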
S1P4 agonist = S1P4 receptor agonists, primary screen, cell-based | 220,000 compounds, 0.35% hits | Sphingosine 1-phosphate receptor 4 (Homo sapiens), O95977 | activation, % at 4.98 µM | S1P4-expressing cell line, agonist reporter assay; in the data active = activation above about 11%;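 also: 0% = DMSO vehicle and 100% = reference agonist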
TRPML3 ag = human TRPML3 channel agonists, primary screen, cell-based, HEK293 TRPML3-YFP, Fluo-8 calcium fluorescence, 3 µM | Mucolipin-3 (Homo sapiens), Q8TDD5 | 100% = the carbachol control signal | activation, % at 3 µM | 220,000 compounds, 0.29% hits | AID 1448, 2008;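 active = activation above its plate's cutoff, the mean activation of the plate's test wells plus 3 SD, cut at about 12% in these data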;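 also: 0% = DMSO only wells and 100% = carbachol wells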
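system = HEK293 cells stably carrying human TRPML3-YFP | doses = one concentration, 3 µM nominal, 0.3% DMSO | timing = dye loading 1 h 37 °C then 30 min ambient, 125 s read | detection = Fluo-8 calcium dye fluorescence, ex 470-495, em 515-575 nm | benchmarks = high control carbachol 87 µM, low control DMSO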
PERK inh = block of dimerizer-induced PERK translation repression, primary screen, PERK inhibitor project, CHO PERK-DD cells, SEAP luminescence, HTS; Eukaryotic translation initiation factor 2-alpha kinase 3 (Homo sapiens), Q9NZJ5; inhibition, % at 5.6 µM; 220,000 compounds, 0.17% hits; CHO PERK-DD fusion, SEAP luminescence translation reporter; AID 1416, 2008;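 active = inhibition above the mean inhibition of all tested compounds plus 3 SD, set separately per screening campaign, cut at about 2.9% in these data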;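 also: PERK kinase domain activated by AP20187 dimerizer at 100 nM; 0% = DMSO with dimerizer and 100% = rapamycin at 8.4 µM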
Target sequence (Q9NZJ5 whole entry, looked up, the tested form may be a part): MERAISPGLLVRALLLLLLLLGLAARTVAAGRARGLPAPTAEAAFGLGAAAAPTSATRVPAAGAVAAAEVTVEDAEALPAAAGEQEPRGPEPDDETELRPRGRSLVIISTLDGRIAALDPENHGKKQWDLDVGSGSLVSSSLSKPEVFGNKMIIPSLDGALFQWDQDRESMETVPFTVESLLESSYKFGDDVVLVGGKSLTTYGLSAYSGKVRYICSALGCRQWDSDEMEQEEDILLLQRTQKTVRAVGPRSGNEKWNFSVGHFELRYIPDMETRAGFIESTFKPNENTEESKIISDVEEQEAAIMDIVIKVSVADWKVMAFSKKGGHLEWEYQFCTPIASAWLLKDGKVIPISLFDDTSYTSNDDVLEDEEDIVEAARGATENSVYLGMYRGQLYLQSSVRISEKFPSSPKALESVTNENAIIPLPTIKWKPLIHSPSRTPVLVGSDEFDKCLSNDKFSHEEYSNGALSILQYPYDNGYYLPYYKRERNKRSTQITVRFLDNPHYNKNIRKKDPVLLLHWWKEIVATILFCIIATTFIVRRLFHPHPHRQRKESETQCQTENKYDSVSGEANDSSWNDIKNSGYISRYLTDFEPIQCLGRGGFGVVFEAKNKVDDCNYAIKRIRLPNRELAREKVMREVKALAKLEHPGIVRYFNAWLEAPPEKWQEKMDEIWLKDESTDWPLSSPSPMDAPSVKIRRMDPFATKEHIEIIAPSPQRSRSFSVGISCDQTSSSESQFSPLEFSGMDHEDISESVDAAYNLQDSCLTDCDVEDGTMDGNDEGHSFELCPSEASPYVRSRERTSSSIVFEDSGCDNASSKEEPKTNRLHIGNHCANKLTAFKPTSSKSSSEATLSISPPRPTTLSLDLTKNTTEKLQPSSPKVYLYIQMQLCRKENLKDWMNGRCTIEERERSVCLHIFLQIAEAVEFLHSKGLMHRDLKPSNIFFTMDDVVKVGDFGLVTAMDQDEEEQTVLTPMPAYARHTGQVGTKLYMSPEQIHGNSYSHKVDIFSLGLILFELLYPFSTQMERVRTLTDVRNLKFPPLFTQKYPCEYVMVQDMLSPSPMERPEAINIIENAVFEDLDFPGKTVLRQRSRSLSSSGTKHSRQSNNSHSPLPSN
m-calpain inh = inhibitors of pig calpain II, primary screen, biochemical, fluorogenic peptide substrate, 1536-well. purified calpain II, 30 min. 220,000 compounds, 0.37% hits. inhibition, % at 16 µM. AID 1236, 2008;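 active = inhibition above about 50%, limit read from the data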
zfTRPN1 agonist = zebrafish TRPN1 channel agonists, primary screen, cell-based, HEK293, calcium fluorescence. transient receptor potential cation channel N1 (TRPN1/NompC), Danio rerio. 220,000 compounds, 0.18% hits. HEK293 zebrafish TRPN1-YFP, Fluo-8 calcium fluorescence; 100% = response to 87 µM carbachol. activation, % at 3 µM;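 active = activation above its plate's cutoff, the mean activation of test wells on that plate plus 3 SD, cut at about 19% in these data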;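 also: 0% = DMSO alone and 100% = 87 µM carbachol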
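Material – zebrafish TRPN1-YFP in HEK293 cells · Doses – 3 µM single point · Schedule – dye 1 h 37 °C plus 30 min RT · Signal – Fluo-8 calcium fluorescence, excitation 470-495 nm, emission 515-575 nm · Read-out – % activation versus carbachol response · Control set – carbachol high, DMSO low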
BaF3 parental = parental Ba/F3 cell viability inhibition, counter-screen for JAK2V617F inhibitor project, murine pro-B, CellTiter-Glo luminescence; CellTiter-Glo ATP luminescence; inhibition, % at 5.6 µM; 220,000 compounds, 1.1% hits;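 active = inhibition above a per-campaign cutoff, the mean inhibition of all tested compounds plus 3 SD, cut at about 27% in these data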;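 also: 0% = DMSO wells and 100% = JAK Inhibitor I control wells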
Numbers without * were called inactive; & = joins results of further samples.

SMILES	Ba/F3 V617F tox	S1P4 antag	EP2 modulator	S1P4 agonist	TRPML3 ag	PERK inh	m-calpain inh	zfTRPN1 agonist	BaF3 parental
NS(=O)(=O)c1ccc(NC(=O)COc2ncnc3sccc23)cc1	-1	-6	-10	1.0	0.7	1.9	-7	0.1	-2
COC(=O)c1ccc(/C=N/NC(=O)C(=O)NCc2ccccc2)cc1	-3	-11	2	-0.2	1.1	1.0	-9	-2.5	2
CCOc1ccc(NC(=O)[C@@H](NC(=O)c2ccccc2Br)C(C)C)cc1	0	-11	-3	-1.7	-0.2	-1.7	9	-1.2	6
COC(=O)C(O)(CC(=O)Nc1cc(Cl)ccc1Cl)C(F)(F)F (stereo not given)	-5	-5	11	-0.8	0.6	1.9	-3	0.5	1
O=C1c2ccccc2C(=O)C1c1ccc(O)cc1	1	5	-51	2.5	0.5	-0.1	-200	0.3	1
Cc1nc2cc(NC(=O)Nc3ccccc3Cl)ccc2n1C	1	-19	-29	-1.7	0.9	0.2	-10	0.3	5
Cc1ccc(N2CC(C(=O)Nc3cccnc3)CC2=O)cc1 (stereo not given)	-5	-3	-11	-1.1	0.7	1.3	9	0.0	-2
CC(=O)Nc1ccc(OCC(O)CN2CCN(c3cccc(Cl)c3)CC2)cc1 (stereo not given)	-3	-14	4&-5	-2.1	-0.3	-0.8	-3	-0.4	4
O=C(Nc1ccc(N2CCCCC2)c(Cl)c1)c1cccnc1	3	-18	-32	-0.5	0.4	-0.4	28	0.2	10
Cc1noc(-c2ccccc2OC(=O)c2ccccc2)n1	-3	-14	64*	-0.5	-1.5	0.6	-12	-2.7	2
CC(C)OCP(=O)(c1ccccc1)c1ccccc1	0	-9	10	-1.1	0.3	-0.1	-20	-0.6	4
Cc1nc2ccccc2n1CCC(=O)Nc1cccc(F)c1	-2	9	-6	-0.7	0.4	0.1	-9	1.0	1
CCN(CC)CCNC(=O)Cn1c(C)cc2ccccc2c1=O	-1	5	11	0.0	0.8	-0.8	-56	-0.4	1
O=C(CNC(=O)c1cccc(F)c1)N/N=C/c1cccc([N+](=O)[O-])c1	0	-8	-17	-1.9	-0.2	0.6	9	-2.2	7
CC(=O)c1c(O)c2ccccc2n(C)c1=O	0	-4	12	1.6	0.5	2.1	12	2.4	5
Cc1ccc(Nc2nc(CSc3nnc(-c4cccs4)o3)cs2)cc1	0	-7	-34	-0.3	-1.0	-1.0	-7	-1.5	1
COc1cc(CCNC(=O)c2cnn3ccccc23)cc(OC)c1OC	-2	-21	8	0.1	0.2	-0.3	-14	0.5	1
CC1=C(C(=O)NC2CCCCC2C)C2(CCC(C)CC2)OC1=O (stereo not given)	-4	-6	8	0.9	0.0	0.4	-4	0.3	2
CCCc1cc(NCCCO)n2c(nc3ccccc32)c1C#N	2	-35	-2	0.4	-0.5	0.9	-301	1.7	0
COc1cc(C(=O)NC(=S)NC(C)C)cc(OC)c1OC	-4	-1	-32	0.3	-0.3	0.2	-2	0.9	2
O=C(Cc1ccccc1)Nc1nc2ccccc2[nH]1	2	-2	13	2.5	0.9	0.6	-9	-0.2	0
Cc1ccc(/C=N/NC(=O)Cn2nccc2C)o1	-3	-8	0	-1.8	0.4	1.1	-4	1.3	3
CSc1ccccc1N1CCN(C(=O)Nc2ccc3c(c2)NC(=O)CO3)CC1	2	-14	-8	0.9	0.0	-0.1	-16	0.8	7
O=C(Nc1nc2ccccc2[nH]1)c1ccc(F)c(S(=O)(=O)N2CCOCC2)c1	5	-6	1	-1.7	0.4	-0.7	39	4.3	8
Cc1ccc(C(=O)CSc2nnc(COc3cc(C)cc(C)c3)o2)cc1	3	-19	-50	-0.1	1.2	0.2	28	0.8	3
O=C(C(Cc1ccccc1)n1cccc1)N1CCN(C2CCCCC2)CC1 (stereo not given)	1	-4	10	0.6	0.1	-1.2	-11	1.5	7
CCOc1ccc(-c2cc(CCCC(=O)Nc3cccc(OC)c3)no2)cc1	-4	-12	-14	-1.0	-0.5	0.9	-7	-0.7	0
COc1ccc(NC(=O)NCc2ccccc2F)cc1OC	-2	-3	13	0.7	0.1	0.8	-13	0.7	2
Nc1c(Cl)ncnc1N/N=C/c1ccncc1	-2	10	13	1.6	0.9	1.0	-7	0.2	2
Cc1cccc(Cn2c(NCCO)nc3c2c(=O)n(C)c(=O)n3C)c1	9	-5	7	-0.5	0.6	1.4	-7	0.8	22
Cc1nc2ccccc2n1CC(=O)NC(C)C1CC2CCC1C2 (stereo not given)	40*	-8	-30	-1.8	0.2	-0.2	12	-0.2	49*
CCn1c(SCC(N)=O)nc2cc(S(=O)(=O)N3CCOCC3)ccc21	3	-15	8	1.3	0.6	-0.7	-31	-1.0	5
CC1CCCN(c2nc3ccccc3nc2C(C#N)S(=O)(=O)c2ccccc2)C1 (stereo not given)	-1	-6	-5	0.1	0.7	0.7	-194	1.7	-1
COc1ccc(C(CNC(=O)c2cccnc2SC)N2CCOCC2)cc1 (stereo not given)	-2	-15	17	0.6	0.5	-0.4	7	0.0	-3
O=C(Nc1ccc(N2CCOCC2)cc1)c1cccc(S(=O)(=O)N2CCCCC2)c1	0	-15	-6	0.1	1.4	-0.3	-14	-0.4	4
COc1ccc(/C=C2\SC(=S)N(CC(=O)OCC(=O)Nc3cc(Cl)cc(Cl)c3)C2=O)cc1	-3	-8	-2	2.0	0.5	0.5	-22	0.9	4
CCCCOC(=O)Cn1c2ccc(OC)cc2c2nc3ccccc3nc21	2	8	33	1.8	0.3	-0.4	-21	-0.6	6
O=C1C2CCCCC2C(=O)N1c1ccc(NC2CCN(Cc3ccccc3)CC2)c([N+](=O)[O-])c1 (stereo not given)	-2	-11	-43	0.2	0.8	-0.2	84*	0.4	2
CC(=O)Nc1ccccc1OCCOc1ccc(Br)cc1	-3	-15	-41	1.4	1.4	-0.5	-8	4.0	6
O=C(NC1CCCCC1)N(CCN1CCOCC1)Cc1cc2cc3c(cc2[nH]c1=O)OCCO3	4	-17	25	0.7	0.4	0.5	-156	-0.3	3
CCNC(=O)c1cccc(S(=O)(=O)N2CCCCCC2)c1	-4	-16	6	0.1	-0.1	0.8	-5	-0.5	2
O=C(Nc1ccc2c(c1)OCO2)c1cc2ncc(Br)cn2n1	4	-9	-13	2.2	-0.1	0.7	-14	0.4	4
c1ccc(CCc2nn3c(Cn4cnc5ccccc54)nnc3s2)cc1	7	-14	-12	-0.2	0.3	-1.9	17	1.4	11
c1ccc(-c2oc3ncnc(N4CCOCC4)c3c2-c2ccccc2)cc1	-1	-3	1	-2.7	1.2	1.1	-184	-1.8	-1
Cc1c(NC(=O)COC(=O)c2cc(-c3cccc4ccccc34)nc3ccccc23)c(=O)n(-c2ccccc2)n1C	0	-10	20	-0.3	0.7	0.7	-4	1.0	8

Sorted by length of the SMILES (low to high): part of the list above.
SMILES	Ba/F3 V617F tox	S1P4 antag	EP2 modulator	S1P4 agonist	TRPML3 ag	PERK inh	m-calpain inh	zfTRPN1 agonist	BaF3 parental
CC(=O)Nc1ccccc1OCCOc1ccc(Br)cc1	-3	-15	-41	1.4	1.4	-0.5	-8	4.0	6
Cc1nc2ccccc2n1CC(=O)NC(C)C1CC2CCC1C2 (stereo not given)	40*	-8	-30	-1.8	0.2	-0.2	12	-0.2	49*
O=C(Nc1ccc2c(c1)OCO2)c1cc2ncc(Br)cn2n1	4	-9	-13	2.2	-0.1	0.7	-14	0.4	4
c1ccc(CCc2nn3c(Cn4cnc5ccccc54)nnc3s2)cc1	7	-14	-12	-0.2	0.3	-1.9	17	1.4	11
Cc1cccc(Cn2c(NCCO)nc3c2c(=O)n(C)c(=O)n3C)c1	9	-5	7	-0.5	0.6	1.4	-7	0.8	22
CCn1c(SCC(N)=O)nc2cc(S(=O)(=O)N3CCOCC3)ccc21	3	-15	8	1.3	0.6	-0.7	-31	-1.0	5
CC1CCCN(c2nc3ccccc3nc2C(C#N)S(=O)(=O)c2ccccc2)C1 (stereo not given)	-1	-6	-5	0.1	0.7	0.7	-194	1.7	-1
O=C(Nc1ccc(N2CCOCC2)cc1)c1cccc(S(=O)(=O)N2CCCCC2)c1	0	-15	-6	0.1	1.4	-0.3	-14	-0.4	4
O=C(NC1CCCCC1)N(CCN1CCOCC1)Cc1cc2cc3c(cc2[nH]c1=O)OCCO3	4	-17	25	0.7	0.4	0.5	-156	-0.3	3
COc1ccc(/C=C2\SC(=S)N(CC(=O)OCC(=O)Nc3cc(Cl)cc(Cl)c3)C2=O)cc1	-3	-8	-2	2.0	0.5	0.5	-22	0.9	4
O=C1C2CCCCC2C(=O)N1c1ccc(NC2CCN(Cc3ccccc3)CC2)c([N+](=O)[O-])c1 (stereo not given)	-2	-11	-43	0.2	0.8	-0.2	84*	0.4	2
Cc1c(NC(=O)COC(=O)c2cc(-c3cccc4ccccc34)nc3ccccc23)c(=O)n(-c2ccccc2)n1C	0	-10	20	-0.3	0.7	0.7	-4	1.0	8

The listing continues:
SMILES	Ba/F3 V617F tox	S1P4 antag	EP2 modulator	S1P4 agonist	TRPML3 ag	PERK inh	m-calpain inh	zfTRPN1 agonist	BaF3 parental
COc1cccc(OC)c1C(=O)N=c1sc2cc(S(C)(=O)=O)ccc2n1C	-2	-9	12	0.2	1.1	1.9	-18	0.9	3
COC(=O)c1[nH]c2cc(C)ccc2c1NC(=O)CN1CCCc2ccccc21	-2	-16	-17	0.6	0.9	-0.3	-1	0.5	2
O=C(O)c1ccc(N/N=C/c2cc3ccccc3nc2Cl)cc1	12	-15	-10	0.2	-0.7	0.1	10	1.5	1
COc1cc(NC(=O)COc2ccc(-n3ccnc3)cc2)cc(OC)c1	3	-16	-57	2.8	3.1	0.4	-17	5.7	6
COc1c(N)c2ccccc2[nH]c1=O	-1	-2	20	0.2	1.1	0.7	-36	1.4	8
CC(=O)N1CCC(N(CCN2CCOCC2)C(=S)Nc2ccccc2C)CC1	-1	-3	12	1.4	0.0	0.8	20	1.6	5
O=C(C(=O)N1CCCc2ccccc21)c1cn(CC(=O)N2CCOCC2)c2ccccc12	-3	-9	40	0.9	0.7	0.8	-10	-2.3	-1
COc1ccc(CNC(=O)CCCCCNc2nc(=S)[nH]c3ccccc23)cc1	-3	-7	-55	1.2	0.6	1.2	-18	2.1	8
CS(=O)(=O)N(CC(=O)Nc1ccc2c(c1)OCO2)Cc1ccc(Cl)cc1	-5	-28	-17	0.5	0.4	0.8	-45	0.3	0
CCOc1ccc(C(C)NC(=O)C2CCC2)cc1 (stereo not given)	-7	-15	0	0.5	0.4	0.7	-3	1.1	6

m-calpain inh: what is marked active above
| molecule | S1P4 antag | EP2 modulator | S1P4 agonist | TRPML3 ag | PERK inh | m-calpain inh |
| --- | --- | --- | --- | --- | --- | --- |
| O=C1C2CCCCC2C(=O)N1c1ccc(NC2CCN(Cc3ccccc3)CC2)c([N+](=O)[O-])c1 (stereo not given) | -11 | -43 | 0.2 | 0.8 | -0.2 | 84* |
